hgDAF-12 ag: hgDAF-12 agonism, primary luciferase screen; HEK293 GAL4-hgDAF12 UAS-luciferase reporter, agonist luminescence; normalized to butyrate control; activation, % at 6.8 µM; hit rate 1.8% among 370,000; AID 687014;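 active = activation above a cutoff set at the mean of all screened compounds plus 3 SD, cut at about 10% in these data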;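 also: 0% = DMSO wells and 100% = sodium butyrate wells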
FXN GAA850 act: frataxin GAA850 promoter activation; HEK293 lucGAA850 FXN promoter luciferase reporter, 24 h; percent of 10 µM SAHA response; activation, % at 6 µM; hit rate 0.56% among 360,000;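 active = activation above the average of all compounds screened plus 3 SD, cutoff fixed separately per campaign, cut at about 7.5% in these data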;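 also: 0% = DMSO wells and 100% = 10 µM SAHA wells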
sPLA2-III inh: Blocks human group III sPLA2 activity; Q9NZ20; QFRET BODIPY PC-A2 liposome hydrolysis, fluorescence; inhibition, % at 12.2 µM; hit rate 0.56% among 370,000;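 active = inhibition above mean plus 3 SD of compounds lying within the high and low control bounds, cut at about 19% in these data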;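 also: 0% = median of test compound wells and 100% = no enzyme DMSO wells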
DAX1 inh-1: blocks DAX1 repression of SF-1 activated StAR promoter | HEK293T StAR-luciferase reporter, SF-1/DAX-1 repression relief | inhibition, % at 6.8 µM | hit rate 1.1% among 370,000 | AID 652010;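 active = inhibition above the mean over all tested compounds plus 3 SD, cut at about 3.6% in these data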;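 also: 0% = DAX-1 cells with DMSO and 100% = cells lacking DAX-1 with DMSO; higher inhibition means more luminescence from relief of DAX-1 repression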
Rev-erbA mod: Rev-erb alpha (human) modulation; Rev-erbα–FITC-DNA binding, fluorescence polarization, 90 min; AID 1259318; activity, % at 10 µM; hit rate 0.79% among 370,000; P20393;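 active = activity above about 14%, limit read from the data; passing the limit was not always enough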;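 also: 0% = DMSO wells with 35 nM protein and 100% = DMSO wells with 750 nM protein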
Target sequence (P20393 whole entry, looked up): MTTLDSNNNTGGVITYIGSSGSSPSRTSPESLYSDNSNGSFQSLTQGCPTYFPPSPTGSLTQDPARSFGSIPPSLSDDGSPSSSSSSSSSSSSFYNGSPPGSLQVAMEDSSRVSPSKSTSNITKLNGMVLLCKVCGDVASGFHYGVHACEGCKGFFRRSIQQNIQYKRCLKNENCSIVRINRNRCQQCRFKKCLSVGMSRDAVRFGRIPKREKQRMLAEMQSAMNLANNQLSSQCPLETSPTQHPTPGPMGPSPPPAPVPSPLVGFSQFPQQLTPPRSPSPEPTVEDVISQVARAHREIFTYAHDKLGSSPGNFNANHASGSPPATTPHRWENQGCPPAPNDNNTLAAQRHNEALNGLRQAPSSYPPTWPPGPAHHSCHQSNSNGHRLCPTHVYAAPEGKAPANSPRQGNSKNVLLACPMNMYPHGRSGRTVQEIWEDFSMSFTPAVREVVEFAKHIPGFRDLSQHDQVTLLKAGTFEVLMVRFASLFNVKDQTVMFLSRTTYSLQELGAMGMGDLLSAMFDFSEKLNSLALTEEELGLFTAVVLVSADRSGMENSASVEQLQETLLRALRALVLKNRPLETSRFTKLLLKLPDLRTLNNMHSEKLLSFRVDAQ
PLCb3 inh: blocks human PLC-beta3 enzyme activity | Purified PLC-beta3, fluorogenic substrate, fluorescence | inhibition, % at 12.2 µM | hit rate 0.18% among 370,000; in the data active = inhibition above about 11%;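 also: 0% = median of compound wells on plate and 100% = full blocker control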
hcDAF12 agonist: activates DAF-12 receptor from parasite H. contortus; HEK293 hcDAF-12 lit1-tk-luc reporter, luminescence; 0% DMSO, 100% Δ7-dafachronic acid; hit rate 1.4% among 370,000; activation, % at 6.8 µM; AID 652067;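 active = activation above the mean of all tested compounds plus 3 SD, cut at about 5.5% in these data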;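 also: 100% = response to 3 µM Δ7-dafachronic acid high control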
DAX1 inh-2: NR0B1 (DAX1) inhibition; P51843; HEK293 Gal4-DAX1 luciferase reporter, luminescence; inhibition, % at 6.75 µM; hit rate 0.99% among 340,000; AID 504766;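 active = inhibition above the mean over all tested compounds plus 3 SD, cut at about 4.2% in these data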;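 also: 0% = DAX1-transfected cells with DMSO and 100% = empty-vector control cells with DMSO; inhibition shows as a rise in luminescence from relieved DAX1 repression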
Target sequence (P51843 207-470 limits assumed): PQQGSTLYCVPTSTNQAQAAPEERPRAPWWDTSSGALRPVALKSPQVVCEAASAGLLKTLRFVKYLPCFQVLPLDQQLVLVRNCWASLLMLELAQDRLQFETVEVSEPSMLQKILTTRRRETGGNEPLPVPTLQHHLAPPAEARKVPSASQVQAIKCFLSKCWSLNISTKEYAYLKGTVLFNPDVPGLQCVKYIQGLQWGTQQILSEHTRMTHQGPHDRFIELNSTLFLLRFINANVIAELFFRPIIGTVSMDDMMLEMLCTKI
ssDAF12 agonist: activates DAF-12 receptor from parasite S. stercoralis; HEK293 ssDAF-12/GRIP1 lit1-tk-luc reporter, luminescence; % of 3 µM dafachronic acid response; activation, % at 6.8 µM; hit rate 1% among 370,000; AID 652126;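 active = activation above the mean over all tested compounds plus 3 SD, cut at about 0.9% in these data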;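 also: 0% = DMSO-only wells and 100% = 3 µM delta7-dafachronic acid wells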
PG9 binder: small molecules binding HIV-1 gp120 antibody PG9; hit rate 0.43% among 360,000; TR-FRET gp120-PG9 antibody binding; inhibition, % at 6.7 µM; in the data active = inhibition above about 8.5%
SMARCA2 activ: SMARCA2 function activation, primary screen. MG213 cells, MMTV-luciferase reporter, dexamethasone, overnight. AID 652017. hit rate 1% among 370,000. activation, % at 9.1 µM; in the data active = activation above about 7.8%;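 also: 0% = vehicle wells and 100% = reference activator wells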
Active calls of the source: *; i = inactive; nt = not tested or not shown.

SMILES	hgDAF-12 ag	FXN GAA850 act	sPLA2-III inh	DAX1 inh-1	Rev-erbA mod	PLCb3 inh	hcDAF12 agonist	DAX1 inh-2	ssDAF12 agonist	PG9 binder	SMARCA2 activ
COCC1CCCCC1OS(N)(=O)=O (centres undefined)	2.0	0.9	6.4	0.2	-2.4	-0.4	-1.1	3.0	-0.7	1.8	-0.5
CN(C)/N=C1\C(=O)N(CN2CCN(c3ccccc3)CC2)c2ccccc21	-1.1	-1.1	3.2	1.5	-6.7	6.3	-2.5	-0.1	-1.3	-6.2	-4.2
O=c1c2c3c(sc2[nH]c(=S)n1Cc1ccco1)CCC3	-4.2	3.4	13.9	-0.3	-26.8	-16.3	0.0	-0.2	-0.8	8.1	-3.1
N#Cc1ccc(S(=O)(=O)N2CCN(CN3C(=O)CC4(CCCC4)C3=O)CC2)cc1	1.0	-0.1	-1.2	-0.1	6.1	1.4	0.5	2.2	-0.9	-0.7	-4.1
COCCNC(=O)c1onc(CSc2ccc(F)cc2)c1C(=O)NCCOC	-0.3	1.4	-5.5	0.4	2.2	8.8	-1.0	0.1	-0.8	-2.5	0.2
CC(=O)NC(c1ccccc1)c1cc([N+](=O)[O-])c2cccnc2c1O (centres undefined)	1.7	0.8	6.2	-2.1	4.5	-2.8	2.9	1.1	-0.8	0.1	-3.1
CCN(CC)Cc1c(O)c(Cl)cc2c(C)cc(=O)oc12	5.9	2.3	-0.8	-0.7	-14.5	i	-0.2	-0.2	-1.0	1.1	-1.5
COC(=O)c1sccc1NC(=O)CSc1ccc(Cl)cc1	0.0	1.0	1.8	-1.0	-4.5	-1.6	-2.2	-0.8	-1.2	0.0	2.1
COc1cc(/C=C(\CCC(=O)O)c2nc3ccccc3s2)ccc1OCC(=O)Nc1c(Cl)cccc1Cl	0.9	1.2	-12.8	0.6	-0.6	-31.8	-2.0	-0.1	-1.1	-0.1	-0.7
CCC(OC(=O)C(CC(C)C)NC(=O)c1ccccc1)C(=O)Nc1nnc(C)s1 (centres undefined)	2.3	0.7	-7.3	-0.1	-4.2	0.0	-1.0	0.2	-1.1	0.2	-0.6
Nc1nc(NCC2CCCO2)nc(Nc2ccccc2)c1[N+](=O)[O-] (centres undefined)	-0.9	-0.2	-0.6	-0.8	-3.4	5.2	0.1	-1.2	-1.6	-2.1	1.1
CCOc1ccccc1Nc1nc(N2CCCC2)nc(N2CCOCC2)n1	3.0	-0.5	-0.3	0.4	1.6	1.1	-1.0	1.2	-1.0	0.6	-0.5
Cc1nn(CCOc2ccccc2)c(=O)n1-c1ccccc1F	4.7	5.8	3.1	1.2	2.5	0.2	6.6*	0.6	1.8*	0.5	3.1
Cc1nc(-c2ccc(NS(C)(=O)=O)cc2)cs1	6.9	3.1	11.8	0.1	-2.6	1.9	-0.7	-0.7	-0.7	1.9	2.3
O=C(CSc1nn(-c2ccc(Cl)cc2)c(=S)s1)N1CCN(C(=O)c2ccco2)CC1	-2.3	-3.6	-8.2	0.7	1.6	3.3	-1.5	0.2	-1.8	-1.8	-1.9
COc1ccc(-c2cc(C)no2)cc1S(=O)(=O)NCc1ccc(OC(C)C)cc1	-1.8	-1.8	-3.1	-1.4	0.0	-6.3	-1.1	0.2	-1.0	-1.4	2.8
Cn1c(Cn2c(=O)sc3ccccc32)nnc1SCC(=O)Nc1cccc(Cl)c1	0.5	-0.6	-1.1	0.2	-3.1	-0.5	-1.4	1.6	-0.8	2.3	0.5
Cc1nc(CS(=O)(=O)c2ccccc2)cc(Sc2ccc(Cl)cc2Cl)n1	2.3	0.3	-10.3	-0.6	-4.1	1.9	-0.6	0.4	-1.3	-1.8	2.5
CC1(C(=O)Nc2nccs2)CCN1C(=O)CC(c1ccccc1)c1ccccc1 (centres undefined)	-0.6	-2.5	-3.1	-0.2	-4.6	9.1	-2.2	nt	-1.9	-0.3	-3.0
O=S1(=O)N[C@@H](Cc2ccccc2)COc2cccc(N3CCCCC3)c21	0.3	nt	7.2	-0.8	-1.7	1.7	-1.4	nt	-0.9	0.7	-4.3
Clc1ccc(/C=C/c2nc3ccccc3[nH]2)c(Cl)c1	8.7	-3.4	-10.7	3.1	-0.5	i	11.7*	-3.5	1.2*	2.5	0.3
CCc1ccc(-c2nc(SCC(=O)N(C)C3CCS(=O)(=O)C3)n[nH]2)cc1 (centres undefined)	2.9	0.9	3.1	3.1	7.5	-5.5	3.2	0.9	0.0	-0.8	1.7
COc1cc(Cl)ccc1OCc1cc(C(=O)N2C[C@]3(C)C[C@H]2CC(C)(C)C3)no1	7.9	4.4	-8.4	2.1	1.7	-2.3	1.5	0.3	-0.3	-1.4	2.6
CC1=CC(C)(C)N(C(=O)CN2C(=O)c3ccccc3C2=O)c2ccccc21	4.0	1.2	6.2	0.8	2.9	-0.4	-2.4	1.2	-1.6	-3.5	-4.3
O=C(N/C(=C/c1ccc2c(c1)OCO2)C(=O)N1CCOCC1)c1cccs1	1.2	0.9	2.4	-0.3	0.0	-3.1	-0.5	0.9	-1.6	-0.3	-2.6
COc1ccc(NC(=O)C2Cc3c(-c4ccc(NC(C)=O)cc4)ccnc3O2)cn1 (centres undefined)	1.5	-4.1	-2.9	-1.1	7.0	0.4	-1.6	nt	-1.1	-1.7	-1.9
CCOC(=O)c1cc2c(ccn2-c2ccc(F)cc2)n1CC(=O)N1CCN(C(=O)c2ccco2)CC1	-1.4	4.0	-3.7	-0.3	-6.9	-8.0	-1.2	-0.7	-1.4	0.1	1.2
CNC(=S)N(CCc1c(C)[nH]c2ccccc12)Cc1ccco1	3.0	0.3	0.2	-0.9	nt	-6.1	-0.4	-0.7	-0.6	-0.4	-1.3
O=C(CCNC(=O)c1ccccc1Cl)NC1=NCCS1	0.5	0.0	-4.6	0.6	-1.6	-1.6	-0.5	0.1	-0.6	0.5	-4.6
Cc1cc(O)c(C)c(O)c1/C=N/NC(=O)c1cccnc1	-2.2	-0.3	-14.7	-1.6	-1.9	-17.5	-3.1	-1.6	-1.1	-3.5	-2.8
Fc1ccc(C2=CSC3=NCCN23)cc1	-2.8	2.0	-3.9	-0.4	3.9	1.5	-0.6	-0.1	-0.6	-2.1	-4.1
C[C@@H](O)c1nc2ccccc2n1N	0.6	-2.2	10.1	0.7	0.1	1.0	-0.1	3.0	-1.0	-0.2	-1.7
CC(/C=C1\SC(=O)N(CC(=O)Nc2cccc(O)c2)C1=O)=C\c1ccccc1	-0.7	0.8	-37.5	-0.6	2.7	-2.4	-1.1	1.0	-0.6	1.1	-2.0
CCOc1ccc(CCNC(=O)c2cc3sccc3n2Cc2ccccc2)cc1OCC	-4.8	nt	-6.6	nt	3.6	3.7	-4.4	nt	-1.3	nt	nt
CCCN(C(=O)c1cc(S(=O)(=O)N(C)c2ccc(OCC)cc2)ccc1C)C1CCS(=O)(=O)C1 (centres undefined)	-0.2	0.6	-11.2	1.3	-1.3	-4.0	-2.2	0.2	-1.1	-1.8	-0.5
CCCCOc1ccc(S(=O)(=O)Nc2cc(OC)ccc2OC)cc1	-3.0	-4.2	-18.7	-2.1	1.6	5.5	-2.2	-1.6	-1.5	-0.9	-2.1
O=[N+]([O-])c1cccc(-n2cccc2/C=N/Nc2nc(N3CCCCC3)nc(N3CCCCC3)n2)c1	0.8	5.0	-10.6	-0.2	7.0	5.2	-0.3	-0.7	-0.7	-1.8	-0.7
Cc1ccc(-c2cc(C(=O)Nc3cc(C)on3)c3ccccc3n2)cc1	0.5	0.5	1.5	0.3	8.0	-10.6	-0.8	0.1	-0.2	0.8	-0.1
O=C(O)c1ccc(NC(=O)C2C3CCC(O3)C2C(=O)O)cc1 (centres undefined)	14.0*	4.1	-3.0	0.9	1.6	-10.6	6.0*	1.1	1.4*	-0.1	5.8
CN(CC(=O)NCCN1CCN(Cc2ccccc2)CC1)S(=O)(=O)c1cccc2nsnc12	0.1	-3.0	-0.7	-0.4	-0.4	1.4	-0.6	-1.8	-0.5	3.0	-2.5
CCCCCn1c(Sc2nc3ccccc3s2)nc2c1c(=O)[nH]c(=O)n2C	1.3	4.9	2.9	-1.2	1.7	-1.7	-0.3	-0.6	-1.1	7.7	-3.7

Among those listed so far, seven contain an aryl thioether with sulfur outside any ring.
SMILES	hgDAF-12 ag	FXN GAA850 act	sPLA2-III inh	DAX1 inh-1	Rev-erbA mod	PLCb3 inh	hcDAF12 agonist	DAX1 inh-2	ssDAF12 agonist	PG9 binder	SMARCA2 activ
COCCNC(=O)c1onc(CSc2ccc(F)cc2)c1C(=O)NCCOC	-0.3	1.4	-5.5	0.4	2.2	8.8	-1.0	0.1	-0.8	-2.5	0.2
COC(=O)c1sccc1NC(=O)CSc1ccc(Cl)cc1	0.0	1.0	1.8	-1.0	-4.5	-1.6	-2.2	-0.8	-1.2	0.0	2.1
O=C(CSc1nn(-c2ccc(Cl)cc2)c(=S)s1)N1CCN(C(=O)c2ccco2)CC1	-2.3	-3.6	-8.2	0.7	1.6	3.3	-1.5	0.2	-1.8	-1.8	-1.9
Cn1c(Cn2c(=O)sc3ccccc32)nnc1SCC(=O)Nc1cccc(Cl)c1	0.5	-0.6	-1.1	0.2	-3.1	-0.5	-1.4	1.6	-0.8	2.3	0.5
Cc1nc(CS(=O)(=O)c2ccccc2)cc(Sc2ccc(Cl)cc2Cl)n1	2.3	0.3	-10.3	-0.6	-4.1	1.9	-0.6	0.4	-1.3	-1.8	2.5
CCc1ccc(-c2nc(SCC(=O)N(C)C3CCS(=O)(=O)C3)n[nH]2)cc1 (centres undefined)	2.9	0.9	3.1	3.1	7.5	-5.5	3.2	0.9	0.0	-0.8	1.7
CCCCCn1c(Sc2nc3ccccc3s2)nc2c1c(=O)[nH]c(=O)n2C	1.3	4.9	2.9	-1.2	1.7	-1.7	-0.3	-0.6	-1.1	7.7	-3.7

Some of these compounds in order of length of the SMILES, smallest number first.
SMILES	hgDAF-12 ag	FXN GAA850 act	sPLA2-III inh	DAX1 inh-1	Rev-erbA mod	PLCb3 inh	hcDAF12 agonist	DAX1 inh-2	ssDAF12 agonist	PG9 binder	SMARCA2 activ
O=C(CCNC(=O)c1ccccc1Cl)NC1=NCCS1	0.5	0.0	-4.6	0.6	-1.6	-1.6	-0.5	0.1	-0.6	0.5	-4.6
CN(CC(=O)NCCN1CCN(Cc2ccccc2)CC1)S(=O)(=O)c1cccc2nsnc12	0.1	-3.0	-0.7	-0.4	-0.4	1.4	-0.6	-1.8	-0.5	3.0	-2.5
O=C(CSc1nn(-c2ccc(Cl)cc2)c(=S)s1)N1CCN(C(=O)c2ccco2)CC1	-2.3	-3.6	-8.2	0.7	1.6	3.3	-1.5	0.2	-1.8	-1.8	-1.9

Screening results: PubChem, several laboratories
